Screening data: PubChem, several laboratories
Fam108B inh: Fam108B inhibition, counter-screen for RBBP9 inhibitors | 300,000 compounds, 0.33% hits | inhibition, % at 9.51 µM | recombinant Fam108B, FP-Rh probe fluorescence polarization | AID 1947;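 active = inhibition above the screen mean inhibition plus 3 SD, computed separately per campaign, cut at about 18% in these data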;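 note: inhibitors lower polarization as less probe binds the enzyme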
GRK2 inh: blocks RNA aptamer binding to human GRK2. inhibition of aptamer binding, % at 10 µM. AID 488847. bead flow cytometry, FAM-aptamer displacement from GRK2. 330,000 compounds, 0.59% hits;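 active = inhibition of aptamer binding above 40%, roughly 3 SD of noise, on plates passing a quality check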;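 note: median bead fluorescence of bound FAM aptamer so fluorescent compounds give negative values; no value below 0 was filed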
PME-1 inh: PME-1 (human) inhibition; recombinant PME-1, FP-Rh probe fluorescence polarization; inhibition, % at 5.9 µM; 320,000 compounds, 0.53% hits; AID 2130;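 active = inhibition above the campaign mean of all compounds plus 3 SD, cut at about 26% in these data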;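 note: competitive labeling of PME-1 active site by serine hydrolase directed probe; 0% = PME-1 with DMSO and 100% = wells lacking PME-1 enzyme; inhibitors block probe labeling so polarization falls and inhibition rises; many of its hits are not listed in these tables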
Target sequence (Q9Y570 whole entry, looked up): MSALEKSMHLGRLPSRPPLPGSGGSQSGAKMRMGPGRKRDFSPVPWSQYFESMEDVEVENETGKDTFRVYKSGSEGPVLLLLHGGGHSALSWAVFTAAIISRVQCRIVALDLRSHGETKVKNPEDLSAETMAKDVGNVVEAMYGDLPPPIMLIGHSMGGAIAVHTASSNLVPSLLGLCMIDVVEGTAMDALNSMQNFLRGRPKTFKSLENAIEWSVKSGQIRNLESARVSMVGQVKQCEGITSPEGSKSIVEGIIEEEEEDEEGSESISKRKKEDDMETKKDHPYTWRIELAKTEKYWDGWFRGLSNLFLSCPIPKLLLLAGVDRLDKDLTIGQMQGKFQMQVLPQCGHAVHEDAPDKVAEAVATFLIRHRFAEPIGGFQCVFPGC
Efflux pump mplx: antifungal efflux pump inhibition, Nile Red retention; S. cerevisiae Candida pump triplex; 330,000 compounds, 0.44% hits; AID 485275; inhibition, % at 10 µM;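 active = plate passing quality check with inhibition over a set limit, or well fluorescence over plate mean plus 4 SD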;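 note: Nile Red retained in pooled yeast measured as flow cytometry median fluorescence; 0% = buffer negative control and 100% = Enniatin B positive control; higher means more Nile Red kept so more efflux inhibition; some compounds called inactive have numbers as strong as hits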
Bcl-xL primary: blocks human Bcl-xL binding to Bim BH3 peptide; GST-Bcl-xL / FITC-Bim BH3 peptide fluorescence polarization; inhibition, % at 10.9 µM; 320,000 compounds, 0.7% hits; AID 2129;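 active = inhibition above the mean of all tested compounds plus 3 SD, cutoff set per campaign, cut at about 30% in these data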;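 note: 0% = DMSO wells and 100% = unlabeled Bim-BH3 peptide competitor; inhibitors lower millipolarization by displacing the labeled peptide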
Target sequence (Q07817 whole entry, looked up): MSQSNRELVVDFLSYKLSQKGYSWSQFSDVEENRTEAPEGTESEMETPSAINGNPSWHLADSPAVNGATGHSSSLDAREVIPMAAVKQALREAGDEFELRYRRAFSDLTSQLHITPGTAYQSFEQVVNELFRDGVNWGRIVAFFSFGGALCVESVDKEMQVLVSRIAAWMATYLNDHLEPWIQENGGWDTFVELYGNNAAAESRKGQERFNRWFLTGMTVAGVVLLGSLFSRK
GLD-1 TGE inh: GLD-1-TGE RNA interaction inhibition (C. elegans); Q17339; purified GLD-1 + fluorescein TGE RNA, fluorescence polarization; inhibition, % at 5.96 µM; 320,000 compounds, 0.44% hits; AID 2280;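 active = percent inhibition above a per-plate cutoff, the plate mean of test compounds plus 3 SD, cut at about 30% in these data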;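 note: 0% = DMSO wells with GLD-1 and probe and 100% = wells lacking GLD-1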
MEX-5 binding: C. elegans MEX-5 TCR-2 RNA binding activity; Q9XUB2; MEX-5/FITC-TCR2 RNA binding, fluorescence polarization; hits give low values; activity score (negative = inhibition of binding), % at 10 µM; 300,000 compounds, 0.38% hits; AID 1832;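 active = inhibition past about -25% in most replicates, and total fluorescence under double the plate's negative control median, limit read from the data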;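 note: 0% = DMSO and -100% = 5 µM competing unlabeled TCR2 RNA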
MCL1 BIM primary: MCL1-BIM-BH3 interaction inhibition (human); GST-MCL1 / FITC-Bim-BH3 fluorescence polarization; 320,000 compounds, 0.68% hits; Q07820; inhibition, % at 10.9 µM; AID 2057;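 active = inhibition above the mean inhibition of all tested compounds plus 3 SD, set per campaign, cut at about 40% in these data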;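 note: 0% = DMSO wells and 100% = unlabeled Bim-BH3 peptide control; higher means more loss of mP so more displacement of Bim peptide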
Target sequence (Q07820 whole entry, looked up): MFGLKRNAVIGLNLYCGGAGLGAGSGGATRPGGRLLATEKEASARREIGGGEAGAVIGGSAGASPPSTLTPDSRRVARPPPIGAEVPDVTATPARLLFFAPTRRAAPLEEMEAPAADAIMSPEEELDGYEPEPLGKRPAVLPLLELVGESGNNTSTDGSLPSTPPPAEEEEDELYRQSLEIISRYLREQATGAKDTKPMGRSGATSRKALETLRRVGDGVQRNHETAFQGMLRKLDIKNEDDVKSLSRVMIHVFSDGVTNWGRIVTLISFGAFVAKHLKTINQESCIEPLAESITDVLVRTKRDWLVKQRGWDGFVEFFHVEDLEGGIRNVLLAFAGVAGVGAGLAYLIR
VLA-4 inh: inhibition in a human VLA-4 binding assay | P13612 | VLA-4 expressing cells, ligand binding flow cytometry | inhibition, % (about 7 µM as worked out from the volumes in the protocol) | 330,000 compounds, 0.2% hits; in the data active = inhibition above about 50%
The depositor's hits bear a star; . = not tested or not shown. A portion of the library; the hit share may differ from the screen's.

canonical_smiles,GRK2 inh,Bcl-xL primary,Fam108B inh,GLD-1 TGE inh,PME-1 inh,MCL1 BIM primary,Efflux pump mplx,VLA-4 inh,MEX-5 binding
Cc1cnc(CN2CCc3c([nH]c4ccccc34)C2C2CCCCC2)[nH]1 (stereo not drawn),0,5,-3,-2,-6,5,0.0,5,1.0
O=C1c2ccccc2C(=O)N1CCCc1nc2ccccc2c(=O)n1Cc1ccco1,2,8,3,0,-9,4,-0.1,-11,1.6
CC1(C)NC(=O)N(CC(=O)OCC(=O)Nc2cc(S(=O)(=O)N3CCCCCC3)ccc2Cl)C1=O,0,4,-1,-1,8,0,-0.2,12,.
COC(=O)c1ccc(CN2C(=O)c3ccccc3C2=O)cc1,1,.,.,.,.,.,-0.1,2,-0.7
CC1=CC(=Nc2c(C)n(C)n(-c3ccccc3)c2=O)C=CC1=O,0,125*,4,76*,10,126*,-0.2,15,-5.0
CCC(Oc1ccccc1)C(=O)Nc1ccccc1C(=O)N1CCN(C)CC1 (stereo not drawn),1,1,1,-4,0,2,0.1,1,2.7
CCC(=O)NNc1nc2c(C)c(C)ccc2s1,1,-1,-2,0,-8,-10,-0.2,0,0.9
CCc1ccc(NS(=O)(=O)c2c(C)nc3sc(CC)nn3c2=O)cc1,0,5,0,-3,2,8,0.4,15,.
COc1ccc(NC(=O)c2ccc(NCC3CCCO3)c([N+](=O)[O-])c2)cc1 (stereo not drawn),1,4,3,2,4,-1,-0.1,17,1.2
O=C(Cc1cn2ccsc2n1)Nc1ccccc1Oc1ccccc1,3,-4,4,2,-7,-6,-0.1,1,1.6
Nn1c(SCC(=O)Nc2ccc(OC(F)F)cc2)nnc(Cc2ccccc2)c1=O,0,0,3,5,1,5,-0.1,-3,0.2
O=C(OC1CCOC1=O)c1cccc(S(=O)(=O)Nc2ccc(F)cc2)c1 (stereo not drawn),4,-4,-1,3,0,-3,0.2,-1,0.5
CCCCNc1c(-c2ccc(SC3CCCCC3)cc2)nc2ccccn12,0,3,7,-4,7,9,0.3,21,0.6
O=C(CNC(=O)COc1ccccc1)NCc1cccnc1,0,6,-2,-1,6,0,0.0,2,0.1
O=C1NCC(c2ccccc2)C1C(=O)N/N=C\c1ccc(-c2cccc(Cl)c2Cl)o1 (stereo not drawn),0,6,-13,7,-39,17,0.0,-6,4.7
COC(=O)c1ccc(COC(=O)CNC(=O)CNC(=O)c2ccc(C)cc2)cc1,2,7,2,-2,6,6,0.3,-10,-0.2
O=S(=O)(c1cccc2nsnc12)N1CCN(c2ncccn2)CC1,1,6,5,-5,15,9,-0.1,-63,-1.6
Oc1ccccc1CNc1ccc(Br)cn1,3,-1,3,-2,-2,8,-0.3,3,1.7
CC1=C(C/C=C(\C)CCC[C@H](C)CCC[C@H](C)CCCC(C)C)C(=O)c2ccccc2C1=O,0,-1,-8,-2,-10,1,0.3,0,-0.7
CC(C)(C)NC(=O)c1ccc(COc2ccccc2Br)o1,0,2,4,10,0,8,0.2,-6,-0.7

Next structures follow.
canonical_smiles,GRK2 inh,Bcl-xL primary,Fam108B inh,GLD-1 TGE inh,PME-1 inh,MCL1 BIM primary,Efflux pump mplx,VLA-4 inh,MEX-5 binding
CSc1ccc(-c2nc(O)c3cnccn23)cc1,4,-5,-3,2,-1,-1,-0.1,-12,-3.5
COc1ccccc1CNC(=O)COC(=O)Cc1c[nH]c2ccccc12,4,-1,1,2,5,-11,-0.1,9,-2.1
CC(C)Cc1cc(C(=O)Nc2cc(C(F)(F)F)ccc2Cl)no1,3,5,0,9,5,0,0.0,5,-1.3
CCCNc1nc(N2CCCC2)nc(N2CCCC2)n1,0,2,-1,6,-9,2,0.0,-3,-0.1
O=C(Cn1nc(-c2ccccc2)c2ccccc2c1=O)NCCN1CCOCC1,1,-2,-2,-5,3,1,0.1,9,-3.7
CCOCCCNC(=O)/C(C#N)=C/c1ccc(C(=O)OC)cc1,4,3,0,2,-3,4,0.0,1,-0.8
CC(/C=C1\SC(=O)N(CC(=O)Nc2ccc(O)cc2)C1=O)=C\c1ccccc1,3,5,-2,1,-2,1,-0.1,8,0.9
CCc1ccccc1NC(=O)C(CC)Sc1nc2cc3c(cc2c(=O)n1Cc1ccco1)OCO3 (stereo not drawn),1,10,-1,1,-8,10,0.3,8,0.3
CCn1c(SCC(=O)Nc2ccc(OC)cc2OC)nc2nc3c(cc2c1=O)COC(C)(C)C3,1,2,4,4,4,3,0.0,4,.
COC(=O)C(C)Sc1snnc1-c1ccccc1 (stereo not drawn),0,4,5,1,-13,8,-0.1,-3,1.4
Cn1cnc2cc(NC(=O)c3ccc(Cl)cc3)ccc21,1,2,-1,6,3,2,-0.4,-3,0.9
COc1ccc(C(=O)COC(=O)c2ccccc2NS(=O)(=O)c2ccc(O)c([N+](=O)[O-])c2)cc1,2,0,-7,1,0,2,0.0,1,.
Cc1cc(SCc2ccccc2C)nc(=O)[nH]1,2,-2,-3,1,-4,-6,0.4,0,2.5
CCOCCCN(C(=O)c1snc(C(N)=O)c1N)C(C(=O)NCCC(C)C)c1ccc(Cl)cc1 (stereo not drawn),0,0,2,1,-2,-4,0.1,-1,1.5
CC(C)C1Oc2cc3oc(=O)ccc3cc2C1=O (stereo not drawn),0,10,8,2,1,5,0.0,8,0.9
Cc1cc(C)c(C)c(S(=O)(=O)ON2C(=O)c3ccccc3C2=O)c1C,6,-1,-5,2,2,4,0.0,22,-0.4
O=C(O)/C(=C\c1ccco1)NC(=O)c1ccccc1,0,4,4,11,6,3,0.1,-1,-2.3
Fc1ccccc1-c1n[nH]c(=S)n1Cc1ccccc1,1,-20,1,1,1,-21,-0.2,4,-0.9
CSc1ncccc1C(=O)NCc1nnc2ccccn12,2,.,.,-7,.,.,0.1,-13,.
O=C(CN(Cc1ccco1)C(=O)c1cccc(Cl)c1)Nc1c(Cl)cc(Cl)cc1Cl,0,0,-1,6,2,-1,0.2,40,0.3

Following part.
canonical_smiles,GRK2 inh,Bcl-xL primary,Fam108B inh,GLD-1 TGE inh,PME-1 inh,MCL1 BIM primary,Efflux pump mplx,VLA-4 inh,MEX-5 binding
Cc1cc(NC(=O)CCCC(=O)N(c2ccccc2)C(C(=O)NC2CCCCC2)c2cccs2)no1 (stereo not drawn),1,7,-1,11,-10,13,-0.1,-8,-0.9
O=C(NC1CC1)C1CCCN(C(=O)Nc2ccc(F)cc2)C1 (stereo not drawn),0,5,-2,4,3,5,-0.1,0,-0.1
CC(/C=C1\SC(=S)N(CCCC(=O)Nc2ccc(C(=O)O)c(O)c2)C1=O)=C\c1ccccc1,3,5,2,3,-20,8,-0.1,-5,-5.6
Cc1cc(=O)oc(C)c1C(=O)NCc1cccnc1,0,5,-2,8,0,-5,0.3,9,-1.5
COc1ccc(N(CC(=O)Nc2cc(OC)cc(OC)c2)S(=O)(=O)c2c(C)n[nH]c2C)cc1,0,4,-5,-4,-1,0,-0.1,22,-2.2
O=C(CNC(=O)N1CC(=O)Nc2ccccc21)Nc1ccc(F)c(Cl)c1,4,3,4,1,1,14,-0.2,2,1.0
O=C(c1ccc([N+](=O)[O-])o1)N1CCc2ccccc21,2,8,0,3,-6,0,-0.1,18,0.2
Cc1ccc(C)n1-c1nc(=S)[nH][nH]1,1,12,4,9,-6,22,0.0,3,-3.6
Cc1ccc(CNC(=O)C2(S(=O)(=O)c3ccc(C)cc3)CC2)cc1,4,2,1,3,0,-2,0.1,4,-1.4
O=C1CS/C(=C\[N+](=O)[O-])N1c1ccc(OC(F)(F)F)cc1,0,-1,8,2,5,-6,0.0,-24,1.6
O=C(Cn1cc(C(=O)C2CC2)c2ccccc21)Nc1ccccc1Cl,1,3,-2,0,1,0,0.0,16,-1.7
COc1cc(-c2noc(C)c2C(=O)NCc2ccc(C)o2)cc(OC)c1OC,0,.,.,4,.,.,-0.5,29,.
O=Cc1cc(N=Nc2cccc(C(=O)O)c2)ccc1O,19,7,7,12,1,15,0.0,-3,-16
O=C(c1sc2cccc(F)c2c1Cl)N1CCN(c2ncccn2)CC1,0,0,-2,0,3,0,0.2,13,2.5
CC(N=Cc1c(O)c2ccccc2oc1=O)C(=O)O (stereo not drawn),0,5,-1,-3,-2,5,-0.1,4,0.6
COc1ccc(N2CCN(C(=O)CNC(=O)c3ccccc3Cl)CC2)cc1,2,2,1,-1,-2,0,0.1,3,1.7
CNC(=O)CSc1nc2cccnc2n1-c1ccc(F)cc1,1,.,.,.,.,.,-0.1,-2,2.2
COc1cc(NC(=O)NCCN2CCN(c3ccccc3)CC2)cc(OC)c1OC,0,4,2,-5,7,-1,-0.3,14,-3.2
COc1cc(/C=C2\C(=O)ON=C2c2ccccc2)cc(Cl)c1O,2,17,-3,4,-17,5,-0.1,-74,60
CCCNC(=O)c1cc(-c2ccc(OC)cc2)on1,0,-1,-2,6,2,-4,-0.1,-1,3.1

The list goes on:
canonical_smiles,GRK2 inh,Bcl-xL primary,Fam108B inh,GLD-1 TGE inh,PME-1 inh,MCL1 BIM primary,Efflux pump mplx,VLA-4 inh,MEX-5 binding
Cc1cc(C)nc(SCC(=O)NN=C2CCCC2)n1,3,1,-3,-5,0,-5,0.2,5,-1.9
NS(=O)(=O)c1ccc(CCNC(=O)C2CCCN(S(=O)(=O)c3cccnc3)C2)cc1 (stereo not drawn),0,4,3,3,0,4,0.0,-23,.
Cc1nnc(Sc2nc3c(c(=O)n(C)c(=O)n3C)n2Cc2ccccc2Cl)s1,0,-2,2,1,6,3,0.1,-2,-2.4
C=CCNC(=O)C(=O)NCC(c1ccc2c(c1)OCO2)N1CCOCC1 (stereo not drawn),1,0,-3,7,-1,1,0.1,2,-2.0
O=C1CC(N2CCN(c3ccccn3)CC2)C(=O)N1c1ccc(F)cc1 (stereo not drawn),0,0,-1,1,-9,-4,-0.1,-8,0.2
Cc1ccc(-c2nnc(SCc3ccc(C#N)cc3)n2Cc2ccco2)cc1,1,-23,4,4,-6,-14,0.2,2,-1.7
COc1c(/C=N/NC(=O)c2ccccc2O)c(CCN(C)C(C)=O)cc2c1OCO2,1,-2,1,4,2,3,0.2,16,4.4
CN(C)CCNC(=O)c1c(CSc2ccccc2)noc1C(=O)NCc1ccccc1,0,6,0,4,-1,4,0.1,7,0.8
COc1ccc(OC)c(NC(=S)N2CCN(Cc3ccccc3)CC2)c1,7,4,-5,-6,1,10,0.2,-7,-0.1
CC(C)Cn1c(N)c(C(=O)CSc2nccn2C)c(=O)n(C)c1=O,2,-4,-1,8,2,-5,0.1,-2,0.3
CCN(CC)CCOc1ccccc1OC,0,2,-1,5,1,1,-0.3,-6,-1.8
O=C(NCCc1ccc(Cl)cc1)C1CCC(=O)N1C1CCCC1 (stereo not drawn),0,7,2,-3,-6,14,-0.1,0,-1.2
Cc1cc(NC(=O)c2cccs2)ccc1NC(=O)Cc1ccccc1,10,3,1,-3,0,-8,0.0,-4,-3.3
Cc1ccc(CSc2nnc(-c3cccnc3)o2)cc1,0,1,-3,-8,-3,0,0.1,23,-2.4
Cn1c(=O)oc2cc(S(=O)(=O)N3CCN(c4ccccc4F)CC3)ccc21,0,-5,-1,-13,-9,-8,-0.2,-29,-2.3
CCC1CCCCN1C(=O)c1ccccc1OC1CCN(S(C)(=O)=O)CC1 (stereo not drawn),0,3,0,-4,10,-1,0.1,-2,-1.1
